# Source: PubChem
# TROY NFkB inh: inhibitors of TROY-dependent NF-kB signaling | inhibition, % at 10 µM | 360,000 tested, 0.98% active | Q293 LMP1-TROYcd NF-kB luciferase reporter, 4 h;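 active = compounds whose plate-normalised and pattern-corrected inhibition of the luciferase reporter signal at the single screening dose is 50% or more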
# SRC3 inh: human NCOA3 inhibition; Q9Y6Q9; HEK293 GAL4-SRC3 luciferase reporter, luminescence; inhibition, % at 3.6 µM; 360,000 tested, 0.17% active; AID 588352;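 active = inhibition above a per-campaign cutoff, the mean of all compounds plus 3 SD, cut at about 60% in these data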;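 also: 0% = DMSO-treated cells and 100% = gossypol-treated cells at 36 µM; higher means less SRC3-driven luciferase light from the GAL4 reporter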
# SRC1 inh: human NCOA1 inhibition | 360,000 tested, 0.12% active | Q15788 | inhibition, % at 3.6 µM | HEK293 GAL4-SRC1 luciferase reporter, luminescence | AID 588354;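 active = inhibition above the campaign mean plus 3 SD, with each screening campaign given its own cutoff, cut at about 60% in these data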;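 also: 0% = DMSO treated cells and 100% = gossypol at 36 µM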
# NCOA2 inhibitor: human SRC2 (NCOA2) inhibition; 370,000 tested, 0.17% active; AID 651957; HEK293 GAL4-SRC2 luciferase reporter, luminescence; Q15596; inhibition, % at 9 µM;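 active = inhibition above the mean inhibition of all tested compounds plus 3 SD, set per campaign, cut at about 52% in these data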;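 also: 0% = DMSO treated cells and 100% = cells given Gossypol at 36 µM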
# TLR9-MyD88 inh: TLR9-MyD88 interaction inhibition. Q9NR96+Q99836. CHO BLA complementation TLR9-MyD88, CCF4 FRET ratio. inhibition, % at 4.98 µM. 340,000 tested, 0.21% active;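 active = inhibition above the mean over all tested compounds plus 3 SD, cut at about 21% in these data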;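 also: 0% = DMSO only wells and 100% = clavulanate BLA inhibitor control wells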
# TWEAK-Fn14 inh: inhibitors of TWEAK-Fn14 interaction signaling; 360,000 tested, 2% active; TWEAK-stimulated Fn14 reporter cells, luciferase luminescence, 8 h; inhibition, % at 10 µM; in the data active = inhibition above about 50%
# NOD2 RIPK2 PPI: inhibitors of human NOD2-RIPK2 interaction; O43353; inhibition, % at 4.98 µM; 360,000 tested, 0.38% active; CHO BLA complementation NOD2-RIPK2, CCF4 ratio; in the data active = inhibition above about 21%;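 also: 0% = vehicle only and 100% = reference blocker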
# Target sequence (O43353 whole entry, looked up): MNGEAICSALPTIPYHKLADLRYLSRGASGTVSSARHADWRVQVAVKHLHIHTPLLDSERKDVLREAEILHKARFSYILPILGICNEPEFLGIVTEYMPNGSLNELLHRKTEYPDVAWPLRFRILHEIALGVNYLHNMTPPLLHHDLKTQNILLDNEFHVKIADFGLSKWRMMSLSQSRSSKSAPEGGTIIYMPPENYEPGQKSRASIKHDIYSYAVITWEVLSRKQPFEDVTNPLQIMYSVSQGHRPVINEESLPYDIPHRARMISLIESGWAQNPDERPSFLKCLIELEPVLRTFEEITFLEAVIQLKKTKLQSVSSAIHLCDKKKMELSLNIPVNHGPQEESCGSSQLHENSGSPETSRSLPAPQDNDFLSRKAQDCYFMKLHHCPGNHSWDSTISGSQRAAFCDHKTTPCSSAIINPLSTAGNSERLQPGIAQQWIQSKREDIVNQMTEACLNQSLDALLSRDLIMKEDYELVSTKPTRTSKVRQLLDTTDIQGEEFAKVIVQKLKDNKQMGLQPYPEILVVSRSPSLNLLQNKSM
# LMP1 NFkB inh: inhibitors of Epstein-Barr LMP1-induced NF-kappaB reporter | LMP1-induced NF-kappaB luciferase reporter cells, luminescence | 350,000 tested, 0.69% active | AID 504558 | inhibition, % at 12.5 µM; in the data active = inhibition above about 41%;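 also: 0% = neutral control wells and 100% = reference inhibitor control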
# LRH-1 inv ag: inverse agonists of human LRH-1 (NR5A2); inhibition, % at 3.6 µM; O00482; 360,000 tested, 0.13% active; HEK293T StAR-luciferase reporter, LRH-1 transfected, 24 h;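 active = inhibition above the mean inhibition of all tested compounds plus 3 SD, cut at about 73% in these data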;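 also: 0% = DMSO wells and 100% = reporter-only cells lacking LRH-1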
# NR2F2 inh: blocks human COUP-TFII nuclear receptor | inhibition, % at 8.6 µM | 370,000 tested, 0.7% active | P24468 | AID 686940 | HEK293T NGFI-A luciferase reporter, luminescence;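 active = inhibition above a per-plate cutoff, mean inhibition of test wells between control levels plus 3 SD, cut at about 38% in these data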;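 also: cells cotransfected with COUP-TFII expression vector driving the NGFI-A reporter; 0% = median of COUP-TF2 test wells and 100% = reporter-only cells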
# Target sequence (P24468 whole entry, looked up): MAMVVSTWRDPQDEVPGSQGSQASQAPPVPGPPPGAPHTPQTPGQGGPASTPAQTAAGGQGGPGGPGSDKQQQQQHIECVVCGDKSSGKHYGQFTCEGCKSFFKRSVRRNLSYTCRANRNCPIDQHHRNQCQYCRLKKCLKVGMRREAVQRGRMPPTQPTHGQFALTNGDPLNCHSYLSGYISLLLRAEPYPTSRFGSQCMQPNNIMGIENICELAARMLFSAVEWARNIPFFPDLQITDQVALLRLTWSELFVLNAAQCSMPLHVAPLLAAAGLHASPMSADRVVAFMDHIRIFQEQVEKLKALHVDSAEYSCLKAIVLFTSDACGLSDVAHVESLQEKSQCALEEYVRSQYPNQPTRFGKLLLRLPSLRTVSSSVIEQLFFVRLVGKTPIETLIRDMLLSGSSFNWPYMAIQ
# TRAIL sens C8: sensitizes caspase-8 expressing cells to TRAIL. NB7+C8 cells + TRAIL, ATPlite viability luminescence. inhibition (viability loss, TRAIL sensitization), % at 10 µM. 360,000 tested, 1% active. AID 624354;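 active = compounds causing at least 50% loss of cell viability in the single-dose screen, relative to plate controls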
# * = called active by the depositor; . = not tested or not shown. The list is partial; the hit share may differ from the screen's.
SMILES,TROY NFkB inh,SRC3 inh,SRC1 inh,NCOA2 inhibitor,TLR9-MyD88 inh,TWEAK-Fn14 inh,NOD2 RIPK2 PPI,LMP1 NFkB inh,LRH-1 inv ag,NR2F2 inh,TRAIL sens C8
COc1ccc(CC(N)c2csc(NC(=O)Nc3cccc(C(F)(F)F)c3)n2)cc1 (centres undefined),17,-9,15,-3,.,12,1,.,13,-14,70*
COc1cccc(S(=O)(=O)NCc2ccc(C(=O)NCC3CCCO3)cc2)c1 (centres undefined),9,7,8,14,-3,2,-11,-2,0,5,-8
CCCCN1CC(COCc2ccccc2)Oc2cccc(Oc3ccccc3)c2S1(=O)=O (centres undefined),-8,-4,10,8,-1,-4,-2,-9,-5,-16,10
O=C1/C(=C/c2ccc(O)c(O)c2)Oc2cc(O)ccc21,-96,-48,-48,-31,13,-1,13,-11,-100,-25,28
CC(C)C(=O)OCC(=O)NCc1ccccc1Cl,-42,13,5,-1,5,-3,1,4,18,0,-9
C=CC(C)(C)c1c(O)c(CC=C(C)C)c(O)c2c(=O)c3ccc(O)c(O)c3oc12,46,-30,-1,.,-3,76*,5,34,-12,.,11
Cc1ccc(S(=O)(=O)NCCNC(=O)c2cc(OCC(F)(F)F)ccc2OCC(F)(F)F)cc1,6,14,-24,-2,-3,-6,-4,-3,14,-6,-13
C=CCn1nnnc1SCC(=O)Nc1ccc(C(=O)OC)cc1,7,-8,4,-1,-7,-2,2,4,30,-12,-3
C[C@@H]1CN([C@@H](C)CO)C(=O)Cc2cc(NC(=O)Nc3ccc(C(F)(F)F)cc3)ccc2O[C@@H]1CN(C)S(=O)(=O)c1ccc(Cl)cc1,5,12,8,10,10,39,1,-12,12,-1,22
Cc1ccc(C(=O)NNC(=O)C(C)Sc2nc(N)cc(N)n2)cc1 (centres undefined),-11,9,2,4,0,4,2,0,10,14,-9
CC1=C(C(=O)Nc2ccc(C(=O)NCCCN3CCCCC3)cc2)SCCO1,6,5,12,-1,3,-1,-10,4,-13,0,1
CS(=O)(=O)c1cc(C(=O)O)cc(NCc2ccccc2)c1Oc1ccccc1,-24,-8,1,-17,-3,13,2,-6,3,-9,4
COc1ccc(NS(=O)(=O)c2ccc(C)c(C(=O)NCC(c3ccco3)N(C)C)c2)cc1 (centres undefined),-12,-2,-16,-16,3,11,8,3,14,9,13
O=C(CN1CCN(c2ccccn2)CC1)Nc1ccc(F)cc1F,-46,-29,-28,-48,4,-9,-4,-8,-22,-9,-5
Cc1ccc(NC(=O)COC(=O)c2ccc(S(=O)(=O)NCc3ccco3)cc2)cc1,-11,-8,-10,6,-9,-17,6,-6,3,-1,8

# The final 5 records of the section before come first, to join the parts.
SMILES,TROY NFkB inh,SRC3 inh,SRC1 inh,NCOA2 inhibitor,TLR9-MyD88 inh,TWEAK-Fn14 inh,NOD2 RIPK2 PPI,LMP1 NFkB inh,LRH-1 inv ag,NR2F2 inh,TRAIL sens C8
CC1=C(C(=O)Nc2ccc(C(=O)NCCCN3CCCCC3)cc2)SCCO1,6,5,12,-1,3,-1,-10,4,-13,0,1
CS(=O)(=O)c1cc(C(=O)O)cc(NCc2ccccc2)c1Oc1ccccc1,-24,-8,1,-17,-3,13,2,-6,3,-9,4
COc1ccc(NS(=O)(=O)c2ccc(C)c(C(=O)NCC(c3ccco3)N(C)C)c2)cc1 (centres undefined),-12,-2,-16,-16,3,11,8,3,14,9,13
O=C(CN1CCN(c2ccccn2)CC1)Nc1ccc(F)cc1F,-46,-29,-28,-48,4,-9,-4,-8,-22,-9,-5
Cc1ccc(NC(=O)COC(=O)c2ccc(S(=O)(=O)NCc3ccco3)cc2)cc1,-11,-8,-10,6,-9,-17,6,-6,3,-1,8
CCOc1cccc(OCCOc2ccccc2[N+](=O)[O-])c1,-40,-35,-55,-145,-3,-39,1,-36,-51,-63,10
CC(=O)N(c1ccc(Cl)cc1)c1cn(C(C)=O)c2ccccc12,0,28,9,-30,-8,-9,-22,2,29,13,-19
NC(=O)c1cc([N+](=O)[O-])ccc1NCc1ccc(C(=O)O)cc1,-14,-5,-2,-2,9,-19,-4,7,0,4,7
Cc1cccc(OCC(=O)Nc2cc(S(=O)(=O)N3CCOCC3)ccc2N2CCCC2)c1C,5,14,18,-3,5,-27,5,2,6,2,4
C/C(N)=C(/C#N)C(=O)COC(=O)c1ccc(OCC2CCCO2)cc1 (centres undefined),-29,-64,14,-12,-1,0,-6,-4,0,-4,-17
CC(OC(=O)c1nsc(Cl)c1Cl)C(=O)NC(C)(C)C (centres undefined),-4,-10,6,-20,0,6,-10,3,-1,-8,-6
COc1ccccc1-c1oc2ccccc2c1-c1ccc2cc[nH]c2c1,-5,13,-8,-6,-1,8,3,-16,-3,-10,8
NS(=O)(=O)c1ccc(CCNS(=O)(=O)c2ccc(Cl)cc2)cc1,3,7,9,0,1,-1,-12,-5,4,6,4
COc1c(O)ccc2c1CN1CCc3cc4c(cc3C1C2)OCO4 (centres undefined),8,15,10,.,-9,-21,-2,5,23,.,13
CCn1c(-c2cc(-c3cc(OC)ccc3OC)nc3ccccc23)n[nH]c1=S,-5,4,1,-7,-9,-17,2,-6,7,6,1
COc1ccc(C)cc1S(=O)(=O)N1CCCC(C(=O)N2CCOCC2)C1 (centres undefined),-9,8,-8,-13,-10,-5,-5,1,-12,-15,2
NC(=O)C1(c2ccccc2)OC1c1ccccc1 (centres undefined),-10,-15,2,-18,-22,-14,-2,14,-14,11,0
Cc1nn2c(N)c(-c3ccccc3)cnc2c1-c1ccccc1,-57,-56,-92,-49,0,-10,1,-33,-80,-7,24
Cc1cc(NC(=O)Cn2nnc(-c3ccccc3NC(=O)c3ccccc3F)n2)no1,-2,-7,-4,-12,0,4,0,4,0,1,-20
Cc1c(N=c2scc(-c3ccccc3)n2C)c(=O)n(-c2ccccc2)n1C,23,10,1,11,-3,23,9,-10,14,-1,-5
CC1CCCCC1NC(=O)c1ccncc1 (centres undefined),-7,21,4,-18,1,3,-3,5,6,13,-2
CC(C)(C)NC(=O)CN(C(=O)c1csnn1)c1cccc2c1CCCC2,7,8,1,6,1,-5,0,-11,-2,8,0
O=C(Sc1ccc(Cl)cc1)c1cccc(Cn2cc(C(F)(F)F)ccc2=O)c1,29,20,-7,7,7,21,5,-2,6,12,6
CCC(C)(C(=O)NC1CCCCC1)N(Cc1ccco1)C(=O)c1ccccn1 (centres undefined),-20,18,-60,-13,-4,-13,-8,-28,7,-8,0
O=C(c1ccc(OC(F)(F)F)cc1)c1ncc[nH]1,-20,-83,-42,.,-3,-1,-10,-10,-75,.,-6
CC(C)c1c(C#N)c(N)nc(SCC(=O)c2cc3ccccc3oc2=O)c1C#N,25,-7,-18,-10,-3,37,1,-11,8,5,14
CN(C)C(CNC(=O)c1cc(S(=O)(=O)N(C)c2ccc(F)cc2)ccc1Cl)c1ccco1 (centres undefined),14,-15,0,5,-7,2,-11,-1,16,16,-16
CNC(=O)C1(C)C=CCN1C(=O)c1ccccc1 (centres undefined),-16,-1,2,-16,6,4,1,9,5,-13,-15
Clc1ccccc1-c1nn2c(-c3ccncc3)nnc2s1,18,49,47,.,-8,42,6,10,22,.,-14
CCN1C(=O)/C(=C\N2CCOCC2)SC1=S,-21,0,-28,-17,1,4,-4,4,17,23,-10
CC(OC(=O)c1ccc(S(=O)(=O)N2CCCCC2)cc1)C(=O)NC1CCCCC1C (centres undefined),-14,4,-13,-14,2,-5,8,-4,-9,13,-24
NC(N)=NCCCC(NC(=O)c1ccccc1)C(=O)Nc1ccc([N+](=O)[O-])cc1 (centres undefined),11,1,5,3,5,-11,-5,-9,5,6,-13
Cc1ccc(-n2c(C)nn(CC#N)c2=O)cc1,-8,10,-7,-9,12,3,-5,-7,20,-9,14
Cc1cc(C)cc(NC(=O)COc2coc(CN3CCc4ccccc4C3)cc2=O)c1,21,-8,6,22,-3,12,5,8,14,8,5
O=C(O)Cn1c2c(c3ccccc31)CCCC2,5,-9,1,13,6,17,-7,3,-17,6,-14
Cc1ccc(S(=O)(=O)N2CCCC2C(=O)N(C)Cc2cccs2)cc1 (centres undefined),5,8,1,-5,-3,-22,-3,-4,-12,-13,-11
CC(=O)c1cccc(NC(=O)c2cccc3c(-c4cnn(C)c4)coc23)c1,-2,-8,8,-15,.,26,-1,.,-2,-11,22
Cc1ccc(S(=O)OCC(=O)Nc2cc(Cl)ccc2N2CCOCC2)cc1 (centres undefined),18,-1,-4,8,-15,0,-1,-2,17,0,-4
Cn1c(/C=N/n2cnnc2)nc2ccccc21,-8,4,-6,2,7,0,1,1,7,8,-14
O=C(COc1ccc(Br)cc1CO)Nc1ccccc1,-28,-27,-32,-14,-2,-13,-5,-10,-51,-30,-8
CC(NC(=O)COc1ccc(-c2ccccc2)cc1)C1CCCO1 (centres undefined),-16,-1,-2,4,-1,-7,-3,-1,5,6,2
CCOC(=O)c1cc(NC(=O)COc2ccc([N+](=O)[O-])cc2)cc(C(=O)OCC)c1,14,12,-5,-4,12,-6,-15,2,-9,9,-3
Cc1occc1C(=O)NN=C1C2CC3CC(C2)CC1C3,-34,-126,-127,-60,3,-10,-5,-18,-121,-67,5
COc1ccc2cc(C(=O)C3CCCN(C(=O)c4cncs4)C3)ccc2c1 (centres undefined),-31,6,-12,12,1,-34,6,2,18,-11,-4
CCOc1ccc(S(=O)(=O)N2CCCC(C(=O)NCC3CCCO3)C2)cc1 (centres undefined),15,4,-135,20,-2,-8,-5,-2,-1,20,-17
CNC(=S)NCCc1cc2c(OC)ccc(OC)c2[nH]c1=O,14,-3,2,-12,-3,-5,-1,-13,-14,-10,-5
COc1ccc(S(=O)(=O)N2CCCCC2)cc1NC(=O)CNc1ccccc1N1CCCC1=O,6,-2,1,-37,4,9,-3,-6,-2,3,-6
O=C(CNCC1CCCO1)N1CCCc2ccccc21 (centres undefined),-7,6,-2,12,-3,8,-6,-18,12,-4,2
CCN(/N=C/C=C/c1ccccc1)c1cc(=O)n(C)c(=O)[nH]1,-1,1,-1,-13,1,16,-5,-8,12,-9,7
CCCC(C(=O)Nc1cccc(S(=O)(=O)N2CCCC2)c1)c1ccccc1 (centres undefined),-3,4,-5,10,7,-11,-5,6,5,-4,3
COc1ccc(C2=NN(S(C)(=O)=O)C(c3cccs3)C2)cc1 (centres undefined),-40,-39,-136,-46,2,13,-10,-28,-99,-21,-3
CC1(C(=O)NCC2CCCCC2)CCN1CCc1ccccc1 (centres undefined),-2,6,-2,-28,.,3,15,.,-13,-3,-2
O=C(Oc1ccc(-c2nnco2)cc1)C1CCN(C(=O)c2ccc(F)cc2)CC1,14,-18,-24,7,3,0,5,0,15,13,-3
Cc1occc1-c1nnc(SCC(=O)Nc2ccccn2)o1,-11,-32,-41,-34,1,-9,-3,-6,-84,-8,5
C/C(=N\NC(=O)c1ccc(F)cc1)c1ccc(NC(=O)Cc2ccccc2)cc1,-31,-84,-86,-33,-3,-1,-8,-9,-111,-37,9
CC1=NN(C(N)=S)C(=O)C1N=Nc1ccccc1C(=O)O (centres undefined),30,12,-55,6,3,15,-7,-7,-8,-9,22
